# M. tuberculosis GlmU – inhibition of mycobacterial GlmU enzyme – biochemical, glucosamine-1-phosphate acetyltransferase (AID 1376) | Bifunctional protein GlmU (Mycobacterium tuberculosis (strain ATCC 25618 / H37Rv)) | M. tuberculosis GlmU acetyltransferase enzyme assay; higher % means a stronger effect | inhibition, %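 (tested at 30 µM in the primary screen)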; hits with a dose series show IC50 in µM | actives 0.25% (n = 220,000); in the data active = inhibition above about 13%;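 also: 0% = complete reaction with vehicle and 100% = reaction without substrate; strong numbers were not always called active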
# RmlCD inh 1536 – M. tuberculosis RmlC/RmlD coupled enzyme inhibitors, primary screen, biochemical, compound mixtures, 384-well, from 1536-well plates. dTDP-4-dehydrorhamnose reductase (Mycobacterium tuberculosis (strain ATCC 25618 / H37Rv)) …. RmlC+RmlD coupled enzyme assay, percent inhibition; primary screen in compound mixtures. inhibition, % at 3.6 µM. actives 0.03% (n = 160,000); in the data active = inhibition mostly above about 34%, no sharp cut-off; also: some results filed as inactive read as strong as hits
# Target sequence (P9WH09 whole entry, looked up): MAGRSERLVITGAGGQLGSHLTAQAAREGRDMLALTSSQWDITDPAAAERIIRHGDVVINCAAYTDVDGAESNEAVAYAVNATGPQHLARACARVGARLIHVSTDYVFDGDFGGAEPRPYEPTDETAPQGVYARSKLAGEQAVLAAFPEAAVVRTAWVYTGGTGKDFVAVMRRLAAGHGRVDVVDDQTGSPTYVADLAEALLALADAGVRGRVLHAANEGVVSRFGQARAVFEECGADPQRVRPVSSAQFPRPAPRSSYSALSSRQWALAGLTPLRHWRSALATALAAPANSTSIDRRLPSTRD
# Target sequence (P9WH11 whole entry, looked up): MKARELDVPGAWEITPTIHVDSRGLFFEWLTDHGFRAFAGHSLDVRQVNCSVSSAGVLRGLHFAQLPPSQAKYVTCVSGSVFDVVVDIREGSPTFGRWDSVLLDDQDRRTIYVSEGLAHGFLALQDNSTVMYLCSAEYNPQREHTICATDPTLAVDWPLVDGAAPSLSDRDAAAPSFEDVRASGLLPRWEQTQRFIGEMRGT
# Numbers without * were called inactive; · = not tested or not shown. Some of the compounds tested; the hit share may differ from the screen's.
1: Cc1cc(O)c2c(c1)C(=O)c1cccc(O)c1C2=O
2: CCOC(=O)Nc1ccc2c(c1)N(C(=O)CCN1CCOCC1)c1ccccc1S2
3: CN=C(N)NC(=O)Nc1c(C)cccc1C
4: C#C[C@]1(O)CC[C@H]2[C@@H]3CCC4=CC(=O)CC[C@@H]4[C@H]3CC[C@@]21CC
5: COc1cc(C)nc(-n2nc(C)cc2OC)n1
6: C[C@H]1c2cccc(O)c2C(O)=C2C(=O)[C@]3(O)C(O)=C(C(N)=O)C(=O)[C@@H](N(C)C)[C@@H]3[C@@H](O)[C@@H]21
7: COc1cc(C(=O)NCCCCCC(=O)O)cc(OC)c1OC
8: Oc1cc2c(cc1O)C1c3ccc(O)c(O)c3OCC1(O)C2 (centres undefined)
Assay by compound	1	2	3	4	5	6	7	8
M. tuberculosis GlmU	4.6%	4.4%	4.1%	-3.5%	-3.4%	0.6%	3.0%	9.6%
RmlCD inh 1536	·	16	5	-1	·	·	14	-10

# One compound at a time (already shown). Screens in order: M. tuberculosis GlmU | RmlCD inh 1536
# `Cc1cc(O)c2c(c1)C(=O)c1cccc(O)c1C2=O` reads 4.6% | ·
# `CCOC(=O)Nc1ccc2c(c1)N(C(=O)CCN1CCOCC1)c1ccccc1S2` reads 4.4% | 16
# `Oc1cc2c(cc1O)C1c3ccc(O)c(O)c3OCC1(O)C2` (centres undefined) reads 9.6% | -10

# New compounds follow:
9: C/C=C(/C)C(=O)O[C@@H]1c2cc3c(c4c2[C@@]2(CO4)C(=O)C(OC)=C(OC)C=C2C[C@@H](C)[C@H]1C)OCO3
10: OCCOCCN1CCN(C(c2ccccc2)c2ccc(Cl)cc2)CC1 (centres undefined)
11: COc1ccc(Sc2ccc(NC(=O)c3ccccc3Cl)cc2C#N)cc1
12: CCCN(CCC)C(=O)C(CCC(=O)O)NC(=O)c1ccccc1 (centres undefined)
13: COc1cc(NC(=O)c2cc(C3CC3)on2)c(OC)cc1Cl
14: OCC(O)CN1CCN(c2ccccc2)CC1 (centres undefined)
15: C[C@@H]1C[C@H]2[C@@H]3C[C@H](F)C4=CC(=O)C(Cl)=C[C@]4(C)[C@@]3(F)[C@@H](O)C[C@]2(C)[C@@]1(O)C(=O)CO
16: CN(C)CCC[C@@]1(c2ccc(F)cc2)OCc2cc(C#N)ccc21
17: CCCCOC(=O)c1ccc(N)cc1
18: CCOc1ccc(NC(=S)N2CCC(C(O)(c3ccccc3)c3ccccc3)CC2)cc1
19: Cc1oncc1C(=O)Nc1ccc(C(F)(F)F)cc1
Assay by compound	9	10	11	12	13	14	15	16	17	18	19
M. tuberculosis GlmU	0.1%	3.4%	-3.8%	2.2%	2.8%	0.8%	-1.7%	-4.2%	-1.6%	-9.6%	-3.0%
RmlCD inh 1536	3	·	·	·	·	·	-6	·	·	17	·

# Look-ups from the list.
# M. tuberculosis GlmU result of CN(C)CCC[C@@]1(c2ccc(F)cc2)OCc2cc(C#N)ccc21 stands at -4.2%
# M. tuberculosis GlmU result of CCOc1ccc(NC(=S)N2CCC(C(O)(c3ccccc3)c3ccccc3)CC2)cc1 stands at -9.6%
# RmlCD inh 1536 result of C[C@@H]1C[C@H]2[C@@H]3C[C@H](F)C4=CC(=O)C(Cl)=C[C@]4(C)[C@@]3(F)[C@@H](O)C[C@]2(C)[C@@]1(O)C(=O)CO stands at -6
# M. tuberculosis GlmU result of Cc1cc(O)c2c(c1)C(=O)c1cccc(O)c1C2=O stands at 4.6%
# M. tuberculosis GlmU result of CCCN(CCC)C(=O)C(CCC(=O)O)NC(=O)c1ccccc1 (centres undefined) stands at 2.2%

# Assay outcomes as filed in PubChem BioAssay.
